# KDM5B inh – KDM5B demethylase inhibition | KDM5B demethylase, FDH-coupled NADH fluorescence (FDH is formaldehyde dehydrogenase) | 220,000 compounds, 2.6% hits | Potency, µM (doses to about 57.7 µM), inactives show at the highest dose activity change, negative = inhibition, usual class: inhibitors | AID 1347165 | Q9UGL1; active = well fitted inhibition curve with a large enough effect; inconclusive = small, poorly fitted or top-dose-only effect; inactive = no such curve, though single readings can be large or run the other way; note: 0% is about no effect; nearly all actives have a fitted effect of over 70% in size
#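 Here, H3K4me3 peptide (12.5 µM in substrate mix) is demethylated by KDM5BΔAP, 200 nM final, after 10 min compound exposure. Formaldehyde product is coupled through FDH (0.25 U/mL in mix) to NADH fluorescence; 30-min ΔRFU feeds dose-response curves.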
# The depositor's hits bear a star; i = inactive; ? = inconclusive; [ ] = dose if it differs, or a comment. Potency is the fitted concentration of half-maximal effect. An excerpt; rates above refer to the full screens.
structure | KDM5B inh
Cc1cc(C)c(NC(=O)CN(C)Cc2ncc(-c3ccc(F)cc3)o2)c(C)c1 | 2%
O=C(Cn1ccn2nc(-c3ccccc3)c(CO)c2c1=O)NCc1ccc(F)cc1F | -32%
CCN1CCN(c2ccc(S(=O)(=O)N3CCOCC3)cc2NC(=O)CCSC)CC1 | 20%
CC(=O)N1CCCC1c1nc2ccccc2n1Cc1ccccc1Cl (stereo not drawn) | -7%
Cc1ccc(C)c(S(=O)(=O)N2CCN(C(=O)c3cc4ccc(F)cc4nc3C)CC2)c1 | 4%
O=C(c1cc(-c2ccccc2)n[nH]1)N1CCc2c(nc3cc[nH]n3c2=O)C1 | 22µM*
CN(CC(=O)Nc1c(Cl)cccc1Cl)CC(=O)N1CCC(Cc2ccccc2)CC1 | 19%
Cn1c(=O)c2c(ncn2Cc2cccc(OCC(F)(F)F)c2)n(C)c1=O | 14%
CN(C)S(=O)(=O)c1ccc(C(=O)OCc2csc(-c3ccccc3)n2)cc1 | -4%
COCCn1ccc2ccc(C(=O)NC3CCCc4c3[nH]c3ccccc43)cc21 (stereo not drawn) | ?
CCN(Cc1cccs1)Cc1cc(=O)oc2cc(C)c(C)cc12 | -17%
Cc1cc(S(=O)(=O)NCC2CN(Cc3ccccc3)CCO2)ccc1Br (stereo not drawn) | 5%
O=C(Nc1ccccc1)c1nc2c(o1)CCN(Cc1ccc(F)cc1)CC2 | ?
CC(C)Cc1nc(NCCO)c(C#N)c2c1CCCC2 | ?
O=C(c1ccncc1)N1CCC(c2nc(C3CCOCC3)no2)C1 (stereo not drawn) | -34%
COC(=O)c1c(NC(=O)c2nc(SCc3ccccc3C)ncc2Cl)sc2c1CCCC2 | 4%
Cc1ccc(NC(=O)CSC2=NC(C)(C)N=C2c2ccc(Cl)cc2)cc1C | -17%
CCOC(=O)C1CCN(C(=O)CC2CCN(c3ccnc(OC)n3)CC2)CC1 | -9%
C/C(=N/NC(=O)c1ccccc1)c1cccs1 | 7%
Cn1c(C(=O)NC2CCN(Cc3ccccc3)CC2)cc2c1CCN(Cc1ccccc1)C2 | 20µM*
O=c1c2ccccc2c(-c2ccc(F)cc2)nn1-c1cc(N2CCOCC2)ccc1[N+](=O)[O-] | 5%
O=C(CSc1ccc2c(c1)OCCCO2)N1CCC(Cc2ccccc2)CC1 | 11%
N#Cc1ccc(C(=O)N2CCC(c3n[nH]c(=O)n3-c3ccccc3)CC2)cc1 | -9%
O=C(NCc1ccc(Cl)cc1)c1ccc(Cn2c(=O)c3cccn3c3cccnc32)cc1 | -26%
CN(CC(=O)NCc1ccc(F)cc1)C(=O)c1ccc2c(c1)nnn2C1CCCC1 | -16%

# 3 of the entries above in order of the KDM5B inh value, low to high:
molecule | KDM5B inh
CC(=O)N1CCCC1c1nc2ccccc2n1Cc1ccccc1Cl (stereo not drawn) | -7%
COC(=O)c1c(NC(=O)c2nc(SCc3ccccc3C)ncc2Cl)sc2c1CCCC2 | 4%
O=C(CSc1ccc2c(c1)OCCCO2)N1CCC(Cc2ccccc2)CC1 | 11%

# (cont.)
structure | KDM5B inh
CCOc1cc(=O)n2c(c1C(=O)Nc1ccc(Br)cc1F)CCCC2 | -3%
O=C(O)COCC(=O)N[C@H]1CO[C@H]2[C@@H]1OC[C@@H]2n1nnnc1Oc1ccc(-n2cncn2)cc1 | -2%
CCOCc1nc(C2CCCN(C(=O)NC(C)C)C2)no1 (stereo not drawn) | 29%
COc1ccc(Cn2c(C3CCN(C(=O)c4ccc(C)c(C)c4)CC3)n[nH]c2=O)cc1 | 2%
N#Cc1nc(Cc2cccc3ccccc23)oc1N1CCCC1 | -4%
C=CCN1C(=O)c2ccccc2Sc2ccc(C(=O)NC(C)C)cc21 | ?
CCc1ccc(-n2c(=O)c3c4c(sc3n(Cc3ccccc3C#N)c2=O)CCCC4)cc1 | -17%
CC(=O)Nc1cccc(NC(=O)c2nn(Cc3ccccc3)c(=O)c3ccccc23)c1 | -29%
CCc1ccc(CNC(=O)c2nccnc2N)s1 | 20%
CCOC(=O)c1c(NC(=O)Nc2ccc(F)cc2)sc2c1CCN(C)C2 | -4%
CN1CC(=O)N(C2CCCNCC2)Cc2c1ncnc2N1CCCC(F)C1 (stereo not drawn) | ?
COc1cc(NC(=O)CCC2CCCN(Cc3nc(C(C)C)cs3)C2)cc(OC)c1 (stereo not drawn) | 0%
CN1C(=O)Cc2cc(S(=O)(=O)CCC(=O)Nc3ccccc3)ccc21 | 7%
O=C(c1ccccn1)N1CCC(N(C(=O)NCCc2ccccc2)C2CCOCC2)CC1 | -4%
Cc1ccc(C)c(Nc2nnc(-c3ccc(C)c(S(=O)(=O)NCC4CCCO4)c3)c3ccccc23)c1 (stereo not drawn) | ?
COc1ccc(C2Nc3ccccc3S(=O)(=O)N2)cc1OC (stereo not drawn) | 5%
O=C(c1cc(-c2cnccc2Cl)c2cccn2n1)N1CCCC1 | -4%[149 µM]
COc1ccc(/C=N/NC(=O)c2ccc(Cl)c(S(N)(=O)=O)c2)cc1OCC(N)=O | 8%
COc1ccc(-c2cnc3n2CC(C(=O)N(C)C)CC3)cc1 (stereo not drawn) | -18%
Cc1cccc(NC(=S)N2CCCN(c3ncccc3[N+](=O)[O-])CC2)c1 | 11%
Cc1nc(CC(=O)N2C[C@@H](CN3CCCCCC3)[C@@H](CO)C2)cs1 | -32%
O=C(O)CN1CCCc2nc(-c3ccccc3)ncc2C1=O | 7%
Cc1cccc(-c2nc(C)c(CCNC(=O)c3cccs3)s2)c1 | ?
COc1nc(-c2ccc(C)cc2)ccc1-c1noc(C)n1 | ?
CCN1CCN(CCCN2CC3(CCN(c4ncccc4F)CC3)OC2=O)CC1 | 18µM*
c1ccc2cc(CNC3CC3)ccc2c1 | 19%
CCOC(=O)c1ccc(NC(=O)CCS(=O)(=O)c2cc(-c3cc(C)no3)ccc2OC)cc1 | 12%
O=C(CCc1ncc(-c2ccccc2Cl)o1)N1CCOCC1 | -21%
Fc1ccc(NC(=S)N2CCCC(c3ccccc3)=N2)cc1 | -5%
Nc1cc(=O)[nH]c(SCc2ccccc2Cl)n1 | -2%
CCOC(=O)CSc1nc2sc3c(c2c(=O)n1-c1ccc(OC)cc1)CCN(C)C3 | ?
CC(=O)N1CCC(CC(=O)N2CCN(c3cc(-c4ccccc4)[nH]n3)CC2)CC1 | 4%
CCCCc1nn2c(=O)cc(COC(=O)c3ccc(NC(=O)C(CC)CC)cc3)nc2s1 | -12%
Cc1c(C(=O)OC2CCCCC2)[nH]c2c1C(=O)CC(c1ccc(F)cc1)C2 (stereo not drawn) | -7%
CCc1cccc(OCC(=O)c2ccc3c(c2)N(CC(=O)N(C)Cc2ccccc2)C(=O)CO3)c1 | -21%
Cc1ccc(NC(=O)Cn2nc(C(=O)O)c3ccccc3c2=O)c([N+](=O)[O-])c1 | 18%
COC(=O)/C(=C\C(C#N)=C/N(C)C)C(C)=O | 2%
Nc1nnc(CC(=O)N/N=C/c2ccc(-c3ccc(F)cc3)o2)s1 | ?
COc1ccc(NC(=O)c2cc(OC)c3cc(Cl)ccc3n2)cc1 | -2%
c1ccc(Nc2nnc(-c3cccc4ccccc34)o2)cc1 | 0%
Cc1ccc2c(c1)C(C[C@H]1CN(C(=O)NC(C)C)CC[C@H]1CC(=O)O)=NCC2 | ?
COc1cccc(C(=O)N2CCC(C(=O)NCc3ccco3)CC2)c1 | 0%
COC(=O)c1ccc(CNC(=O)Cc2ccc(C)cc2)cc1 | -10%
O=C(NC(=O)c1ccccc1)Nc1ccc(-c2cc(C(F)(F)F)nn2-c2ccccc2)cc1 | ?
COc1cc(Cl)c(C)cc1NC(=O)c1cc2c(Cl)nc3ccc(C)cc3c2s1 | 18%
CNC(=S)NNC(=O)c1ccc(NNC(=S)NC)cc1 | 6%
COc1ccc2[nH]c(C[C@@H]3C[C@@H](C(C)C)[C@H](CNC4CCN(C)CC4)C=C3C)nc2n1 | -10%[86.2 µM]
O=C(/C=C/c1ccc(Cl)c(Cl)c1)c1ccc(OC(F)F)cc1OC(F)F | -30%
Cc1ccc(Nc2ncnc3sccc23)cc1C | 14%
Cc1cc(Nc2cccc(C(=O)O)c2)n2nc(C)nc2n1 | -10%

# (further entries)
structure | KDM5B inh
CCC1CCCCN1CCCNC(=O)c1cc2c(Cl)nc3ccc(C)cc3c2s1 (stereo not drawn) | -23%
CSC(C)C(=O)Nc1sccc1C#N (stereo not drawn) | 17%
COc1ccc(C(CC(=O)Nc2cccc(-c3ccno3)c2)n2cccc2)cc1 (stereo not drawn) | 0%
COc1ccc(CC(=O)N2CCc3nc4cc[nH]n4c(=O)c3C2)c(Cl)c1 | ?
COc1ccc(-c2cn3c(n2)sc2cc(C(=O)NC4CCCCCC4)ccc23)cc1 | ?
Cc1cccc(Cn2c(NCc3ccco3)nc3c2c(=O)[nH]c(=O)n3C)c1 | 5%
O=Cc1cc2ccc(Br)cc2[nH]1 | ?
CCc1sc(C(=O)NC(C)CC)cc1C (stereo not drawn) | 14%
Cc1ccc(C(=O)C(NC(=O)c2ccco2)Nc2ccc(C(=O)O)cc2)cc1 (stereo not drawn) | 7%
CN(C(=O)c1ccc2cccc(F)c2n1)C1CCCN(CCCc2ccccc2)C1 (stereo not drawn) | 14%
CN1C(=O)C(c2ccccc2)CC12CCN(C(=O)CO)CC2 (stereo not drawn) | -7%
CCOC(=O)c1c(C)oc2nc(C)nc(N3CCN(c4cccc(C)c4C)CC3)c12 | 2%
O=C(Sc1ccc(Cl)cc1)c1ccccn1 | ?
N#Cc1cccc(NC(=O)O[C@@H]2CO[C@H]3[C@@H]2OC[C@@H]3n2nnnc2SC2CCCC2)c1 | 4%
O=C(NCCN1CCCC1)c1c(OCC2CC2)cc(=O)n2c1CCOCC2 | -2%
O=Cc1cccn1-c1ccc(F)cc1 | 11%
COc1ccc(-n2c3c(cc(-c4nc(-c5ccc(C)cc5)cs4)c2=O)C(=O)CC(C)(C)C3)cc1 | ?
CCc1cnc(N)nc1N1CCN(c2cnccn2)CC1 | 6%
COc1ccc(C(=O)/C(C#N)=C\c2ccc(Cl)c(Cl)c2)cc1 | -10%
Cc1cc(C)c2[nH]c(C)c(CN3CCC(C)CC3)c(=O)c2c1 | ?
COc1ccccc1CNC(=O)c1cccn1-c1nnc(N2CCCCC2)s1 | ?
CCOC(=O)CC1CCCCN1Cc1cn[nH]c1-c1ccc(F)cc1F (stereo not drawn) | -4%
COCC(=O)Nc1ccc2ncnc(N3CCCCC3)c2c1 | -33%
O=C(C[C@@H]1O[C@H](CNC(=O)c2cccc(F)c2)[C@@H](O)[C@H]1O)NCCN1CCOCC1 | 20%[86.2 µM]
Cc1ccc(NC(=O)CSc2nc(-c3ccco3)ccc2C#N)cc1Cl | 1%

# 4 of these compounds in another layout:
> Nc1cc(=O)[nH]c(SCc2ccccc2Cl)n1
  KDM5B inh: -2%
> CCOC(=O)CSc1nc2sc3c(c2c(=O)n1-c1ccc(OC)cc1)CCN(C)C3
  KDM5B inh: ?
> CC(=O)N1CCC(CC(=O)N2CCN(c3cc(-c4ccccc4)[nH]n3)CC2)CC1
  KDM5B inh: 4%
> CCCCc1nn2c(=O)cc(COC(=O)c3ccc(NC(=O)C(CC)CC)cc3)nc2s1
  KDM5B inh: -12%

# Other compounds follow.
structure | KDM5B inh
Cc1cc(OCCn2cc(C(=O)c3ccco3)c3ccccc32)ccc1Cl | 13%
O=C(CCn1cnnn1)Nc1ccccc1 | -9%
O=C(NCC(c1ccccn1)N1CCOCC1)c1cccc(-n2cnnc2)c1 (stereo not drawn) | ?
O=C(CSc1nnc(-c2cccs2)o1)Oc1ccccc1 | 382%[activator]
COc1ccc(-c2noc(CSc3nc4ccccc4[nH]3)n2)cc1 | -9%
CCOc1ccc2c(c1)S/C(=C\c1cccc(Oc3ccc(Cl)cc3)c1)C(=O)N2 | 18%
CCCOC(=O)C(C)Oc1ccc2c(=O)c(-c3ccc(Cl)cc3)coc2c1 (stereo not drawn) | 18%
COC(=O)C(C)N1C(=O)S/C(=C/c2cn(CC(N)=O)c3ccccc23)C1=O (stereo not drawn) | 11%
Cc1ccc(Cn2nc(C)c(C(=O)OCC(=O)c3cc(C)n(C)c3C)c2Cl)cc1 | -4%
CCn1cc(S(=O)(=O)N2CC(COC)C3(CCNCC3)C2)cn1 (stereo not drawn) | ?
Cc1ccc(C(=O)NC(C)C2CCCO2)cc1 (stereo not drawn) | 4%
CCC(=O)N1CCc2cc(CNC(=O)Nc3ccccc3Cl)ccc21 | 9%
Cc1cccc(CN2CC(N(Cc3cccnc3)S(C)(=O)=O)C2)c1 | 10%
CC1(C)[C@H](Cc2cc(CCO)on2)C[C@@H]1NC1CCCCC1 | 6%[86.2 µM]
CC1=C(C(N)=O)C(c2ccccc2Cl)n2nc(-c3ccc(O)cc3)nc2N1 (stereo not drawn) | -5%
COc1ccc(OC)c(NC(=O)CC2CC3CCC2C3)c1 (stereo not drawn) | 22%
CN(CCOc1ccc(F)cc1)C(=O)c1cnc2ccccc2n1 | 13%
CCOc1ccc(-c2[nH]nc3c2C(c2cc(OC)c(OC)cc2Br)C(C#N)=C(N)O3)cc1 (stereo not drawn) | -26%
COCC(C)n1c(C)cc(C(=O)CSc2nnc(-c3ccncc3)n2-c2ccccc2)c1C (stereo not drawn) | 3%
COC(=O)CNC(=O)C1CCc2nnc(C3CCN(C(=O)c4ccccc4)CC3)n21 (stereo not drawn) | 2%[115 µM]
CC1(COCC2CC2)COc2ccc(C(=O)NCc3ccncc3)cc2N1 (stereo not drawn) | ?
CCCn1c(=N)c(C(=O)NC2CCCC2)cc2c(=O)n3cccc(C)c3nc21 | i
Cc1ccc2c(c1)N(CC(=O)NCc1cccc(Cl)c1)C(=O)c1cccnc1O2 | -6%

# Screening data deposited in PubChem by National Center for Advancing Translational Sciences (NCATS).
